CHT inh: inhibitors of human choline transporter CHT. High affinity choline transporter 1 (Homo sapiens), Q9GZV3. B-score at 10 µM. CHT-expressing cells, membrane potential dye, choline response; stronger effect = lower value. 0.86% of 310,000 active;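 active means B-score over 3 SD under the library average, and starting fluorescence ratio not unusually high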;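 further: choline stimulus applied at its EC90 after an EC20 pre-addition; B-score computed on integrated fluorescence ratio after choline addition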
Target sequence (Q9GZV3 whole entry, looked up): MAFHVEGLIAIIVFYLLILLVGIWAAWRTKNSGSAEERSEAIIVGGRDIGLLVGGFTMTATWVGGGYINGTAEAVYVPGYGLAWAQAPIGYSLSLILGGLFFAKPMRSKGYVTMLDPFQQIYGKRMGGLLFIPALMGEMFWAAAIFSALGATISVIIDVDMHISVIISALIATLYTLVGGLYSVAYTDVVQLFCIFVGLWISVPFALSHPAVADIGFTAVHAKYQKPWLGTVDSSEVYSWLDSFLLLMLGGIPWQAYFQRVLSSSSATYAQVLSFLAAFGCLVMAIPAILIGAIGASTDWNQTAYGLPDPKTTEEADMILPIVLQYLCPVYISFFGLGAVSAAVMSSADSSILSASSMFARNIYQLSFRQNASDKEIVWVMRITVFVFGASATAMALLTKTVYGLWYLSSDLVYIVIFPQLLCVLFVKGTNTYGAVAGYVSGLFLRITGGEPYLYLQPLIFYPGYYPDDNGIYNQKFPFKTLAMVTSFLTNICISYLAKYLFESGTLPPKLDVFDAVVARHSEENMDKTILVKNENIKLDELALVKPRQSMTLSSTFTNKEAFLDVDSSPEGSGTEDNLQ
CHT allo act: CHT positive allosteric modulators, primary screen, cell-based, membrane potential dye, choline EC20; CHT-expressing cells; stronger effect = higher value; LV-AA mutant CHT in HEK293 cells; B-score at 10 µM; 0.49% of 310,000 active;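 active means initial fluorescence not abnormally high and integrated response B-score, plate-corrected, over 3 SD above library mean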
The depositor's hits bear a star; i = inactive.

SMILES	CHT inh	CHT allo act
Cc1c(Cl)c([N+](=O)[O-])nn1CCCC(=O)O	i	i
CCc1ccc(CN2CCC(n3nccc3NC(=O)c3ccccc3Cl)CC2)cc1	i	i
CCc1ccc(OCC(=O)OC2CCS(=O)(=O)C2)cc1 (configuration not stated)	i	i
CC(C)c1cc(C(=O)O)c2ccccc2n1	i	i
C=CCNC(=S)NCCCCC1NC(=S)N(CC=C)C1=O (configuration not stated)	i	i
O=C(N1CCCC1)C12CCC3CC(CC(C3)C1)C2	i	i
COc1ccc(N=C2NC(=O)/C(=C\C=C\c3ccccc3)S2)cc1	i	i
NC(=O)NC(=O)COC(=O)c1ccc(OC(F)(F)F)cc1	i	i
Clc1ccc(C2=Nn3c(nnc3-c3n[nH]c4c3CCC4)SC2)cc1	i	i
O=S(=O)(c1ccccc1)c1nnn2c1nc(NC1CCN(Cc3ccccc3)CC1)c1cc(Cl)ccc12	i	i
O=C(c1ccc2c(=O)n(Cc3ccco3)c(=S)[nH]c2c1)N1CCN(Cc2ccccc2)CC1	i	i
COc1cccc(CN2CCC(C(=O)Nc3ccc(-c4cccc(C)c4)cc3)CC2)c1O	i	i
O=C(/C=C/c1ccco1)NCc1ccc2c(c1)OCO2	i	i
CCOC(=O)[C@H]1[C@H]2COc3ccccc3[C@@H]2N2C(=O)c3ccccc3NC(=O)[C@@]12C	i	i
Cc1cc(C)c(C)c(S(=O)(=O)N2CCN(C(=O)c3ccco3)CC2)c1C	i	i
O=C(NNC(=S)NC1CCCCC1)c1ccccc1Br	i	i
N#Cc1ccc(NC(=O)COC(=O)CCc2nc3ccccc3c(=O)[nH]2)cc1	i	i
Cc1cc(OCC(=O)NCc2nc(-c3ccccc3)no2)c(C)cc1Br	i	i
CCCn1cc(SCC(=O)NCc2ccc3c(c2)OCO3)c2ccccc21	i	i
COc1ccc(-c2nnn(CC(=O)N(Cc3ccccc3Cl)C(C(=O)NCC3CCCO3)c3ccco3)n2)cc1OC (configuration not stated)	i	i
Cc1ccc(/C=N/NC(=O)Cc2c(F)cccc2Cl)s1	i	i
C/C(=N\NC(=O)c1ccccc1F)c1cccc(NC(=O)c2ccccc2)c1	i	i
O=C(O)C1CCCCC1C(=O)NC(c1ccccc1)c1ccccc1 (configuration not stated)	i	i
CCn1nc(C)cc1C(=O)NC1CCCc2c1cnn2-c1cc(F)cc(F)c1 (configuration not stated)	i	i
Cc1cccc(C)c1NC(=O)c1sc(Cl)nc1C	i	i
SMILES	CHT inh	CHT allo act
O=C(O)c1cccc(COc2cccc3ccccc23)c1	i	i
COC(=O)[C@]1(CC(C)C)N[C@H](c2ccc(-c3ccc(F)cc3)c(OC)c2)[C@@H]2C(=O)N(C)C(=O)[C@@H]21	i	i
COc1ccc(N(C(=O)c2snc(C(N)=O)c2N)C(C(=O)NC2CCCC2)c2ccc3ncccc3c2)cc1 (configuration not stated)	i	i
O=C(O)/C(=C\c1c(C(=O)O)[nH]c2cc(Cl)cc(Cl)c12)c1ccccc1	i	i
Cc1oc(-c2ccccc2F)nc1CS(=O)CC(=O)NCCN1CCCCC1C (configuration not stated)	i	i
O=c1c(-c2ccco2)[n+]([O-])c2ccccc2n1OCc1ccccc1	i	i
O=C(CCC(=O)c1ccc(F)cc1)Nc1cccc(Br)c1	i	i
O=C(COc1ncnc2ccc(Br)cc12)NCc1ccc2c(c1)OCO2	i	i
O=C(CCC(=O)Nc1ccccc1Cl)NNC(=O)c1ccco1	i	i
COc1ccc(C(=O)Cn2cnc3ccccc3c2=O)c(OC)c1	i	i
CC(C)[C@H](NC(=O)N1c2ccccc2NC(=O)[C@@H]1C(C)C)C(=O)N[C@@H](C(=O)O)c1ccccc1	i	i
COc1ccc2c(C)cc(SCC(=O)Nc3cccnc3Cl)nc2c1	i	i
CC(C)C[C@@H](CSc1ccccc1)N1CCN(C)CCC1=O	i	i
Cn1c(SCc2c(Cl)cccc2Cl)nnc1-c1cccs1	i	i
Cc1oc2ccc(OC(=O)c3cccs3)cc2c1C(=O)OC(C)C	i	i
C=CCN=C1NN=C(c2cc(C)n(CCOC)c2C)CS1	i	i
COc1ccc(NS(=O)(=O)c2cc(-c3nnnn3C)ccc2OC)cc1	i	i
Cc1ccc(S(=O)(=O)CCC(=O)N2CCc3ccccc32)cc1	i	i
COc1ccc(NC(=S)N2CCN(S(=O)(=O)c3ccc(F)cc3)CC2)cc1OC	i	i
CCCCCc1cc(=O)oc2c(C(CCN3CCCCC3)c3cc(OC)c(OC)c(OC)c3)c(OC)cc(OC)c12 (configuration not stated)	-6.1*	i
COc1cc(C(C)=O)ccc1COc1ccc(C(=O)O)cc1OC	i	i
C#CCOCCOCCOCCNc1nc(N2CCN(C(=O)CCCCCCCCCCNC(=O)Cn3cc(C[C@@H](C)O)nn3)CC2)nc(N2CCN(C(=O)CCCCCCCCCCNC(=O)[C@@H](CCC(=O)O)n3cc(CCCCCN)nn3)CC2)n1	i	i
CCOC(=O)C1(Cc2ccccc2Cl)CCN(S(C)(=O)=O)CC1	i	i
CCOc1ncccc1C(=O)Nc1cccc(-c2nnc3n2CCCCC3)c1	i	i
O=C(COC(=O)CSc1ccccc1)NNC(=O)c1ccc([N+](=O)[O-])cc1	i	i

Compound profiles (already shown). Order of screens: CHT inh	CHT allo act
Entry for `COc1ccc(NS(=O)(=O)c2cc(-c3nnnn3C)ccc2OC)cc1` : i	i
Entry for `COc1ccc(N(C(=O)c2snc(C(N)=O)c2N)C(C(=O)NC2CCCC2)c2ccc3ncccc3c2)cc1` (configuration not stated) : i	i
Entry for `Cn1c(SCc2c(Cl)cccc2Cl)nnc1-c1cccs1` : i	i
Entry for `O=C(O)/C(=C\c1c(C(=O)O)[nH]c2cc(Cl)cc(Cl)c12)c1ccccc1` : i	i
Entry for `Cc1oc(-c2ccccc2F)nc1CS(=O)CC(=O)NCCN1CCCCC1C` (configuration not stated) : i	i

(continued)
SMILES	CHT inh	CHT allo act
COc1ccc(NC(=O)c2ccc(Cl)c(S(=O)(=O)NCC3CCCO3)c2)c(OC)c1 (configuration not stated)	i	i
O=C(c1ccc(=O)oc1)N1CCC(C(O)(c2ccccc2)c2ccccc2)CC1	i	i
CC(=O)c1cccc(NC(=O)COc2cc3oc(=O)c(CC(C)O)c(C)c3cc2Cl)c1 (configuration not stated)	i	i
CN(C(=S)NC(=O)Cc1ccccc1)c1ccccc1	i	i
Cc1cc(C(=O)O)cc(S(=O)(=O)Nc2ccccc2C(=O)NC(C)c2ccccc2)c1C (configuration not stated)	i	i
CCC(=O)Nc1nc(C)c(C(=O)NC2CCCCC2)s1	i	i
COc1cccc(-c2csc(N3CCN(C(=O)Nc4ccc(F)cc4)CC3)n2)c1	i	i
COc1cc(/C=C/C(=O)c2ccc(F)cc2)cc(OC)c1OC	i	i
O=C(CCCOc1ccc(Cl)cc1Cl)n1nnc2ccccc21	i	i
N#CCCN(CCC#N)S(=O)(=O)c1ccc(C(=O)Nc2nc(-c3ccccc3)c(C(=O)c3ccccc3)s2)cc1	i	i
CSc1nncc(-c2ccc(F)cc2)n1	i	i
COc1ccc(C(=O)Nc2nc(-c3ccc([N+](=O)[O-])cc3)c(-c3ccccc3)s2)cc1	i	i
COc1ccccc1NC(=O)C1=C(C)NC(=O)NC1c1ccc(C)cc1 (configuration not stated)	i	i
CC(C)Cn1c(N)c(/C=N/NC(=O)c2ccc(Cl)cc2)c(=O)n(C)c1=O	i	i
CN(C)c1cc[n+](/C(C(=S)Nc2ccc(SC(F)F)cc2)=C(/[O-])c2ccccc2)cc1	i	i
Cc1nn(-c2ccccc2)c2sc(C(=O)OCN3C(=O)c4ccccc4C3=O)cc12	i	i
CCCN(CCC)S(=O)(=O)c1ccc(C)cc1	i	i
CC1CC(C)CN(CCCNC(=O)c2cc3c(=O)[nH]c4ccccc4c3n2C)C1 (configuration not stated)	i	i
O=C(CN(Cc1ccc(F)cc1)C(=O)CCC(=O)Nc1nccs1)NCc1ccccc1	i	i
COc1ccc(CC(=O)N/N=C\c2cc(Br)c(O)c(Br)c2)cc1	i	i
Cc1cc(C)nc(N/N=C/c2cccc([N+](=O)[O-])c2)n1	i	i
O=C1N=C2SCCN2/C1=C\c1ccc(Cl)cc1	i	i
O=C(O)c1nn(-c2ccc(F)cc2)ccc1=O	i	i
N#C/C(=C\c1ccccc1C(F)(F)F)C(=O)Nc1ccccc1	i	i
COc1ccccc1Nc1nc(-c2cccnc2)cs1	i	i

A draw from above in order of heavy-atom count, falling:
SMILES	CHT inh	CHT allo act
N#CCCN(CCC#N)S(=O)(=O)c1ccc(C(=O)Nc2nc(-c3ccccc3)c(C(=O)c3ccccc3)s2)cc1	i	i
COc1ccc(C(=O)Nc2nc(-c3ccc([N+](=O)[O-])cc3)c(-c3ccccc3)s2)cc1	i	i
Cc1nn(-c2ccccc2)c2sc(C(=O)OCN3C(=O)c4ccccc4C3=O)cc12	i	i
COc1cc(/C=C/C(=O)c2ccc(F)cc2)cc(OC)c1OC	i	i
Cc1cc(C)nc(N/N=C/c2cccc([N+](=O)[O-])c2)n1	i	i

Carrying on:
SMILES	CHT inh	CHT allo act
Cc1[nH]n(-c2ccccc2)c(=O)c1N=Nc1ccc2c(c1)OCCO2	i	i
COc1ccc(OC)c(S(=O)(=O)Nc2ccc3c(c2)C(=O)OC3)c1	i	i
CCC(C)c1ccc(Nc2ncccc2C#N)cc1 (configuration not stated)	i	i
CNCCCC12CCC(c3ccccc31)c1ccccc12	i	i
Cc1ccc2[nH]c3nc(N/N=C/c4cccc(O)c4)nnc3c2c1	i	i
CCOC(=O)Cc1nnc(NC(=O)CSc2nnc3c(n2)[nH]c2ccccc23)s1	i	i
CCOC(=O)C[n+]1c(C)sc2ccc(OC)cc21	i	i
Cc1cc(C)nc(N2CCCC(CCC(=O)NCc3ccc(F)c(F)c3)C2)n1 (configuration not stated)	i	i
COc1ccc(OC)c(NC(=O)Cn2c(=O)n(CC3CCCO3)c(=O)c3cc(OC)c(OC)cc32)c1 (configuration not stated)	i	i
CN(C)c1ccc(/C=N/n2c(-c3ccccc3Br)n[nH]c2=S)cc1	i	i
CCCC(=O)Nc1cc(-c2nc3ncccc3o2)ccc1Cl	i	i
CC(=O)Nc1ccc(S(=O)(=O)N2CCN(S(=O)(=O)c3ccc(F)c(F)c3F)CC2)cc1	i	i
Cc1c(C(=O)N2CCOCC2)sc2nc(-c3ccccc3)cn12	i	i
O=c1c(-c2ccccc2Cl)coc2c(CN3CCCCC3)c(O)ccc12	i	i
Cc1ccc(NC(=O)[C@@H]2CCCN2S(=O)(=O)c2ccccc2C(F)(F)F)cc1S(=O)(=O)N1CCOCC1	i	i
c1ccc(CN2CCN(c3nc4ccccc4n4cnnc34)CC2)cc1	-5.5*	i
COc1ccc(NC(=O)c2ccc(CN3CCN(c4ccccc4)CC3)cc2)cc1OC	i	i
CC(SCc1ccccc1)C(=O)N/N=C/c1ccc2c(c1)OCO2 (configuration not stated)	i	i
O=C(NCc1ccccn1)Nc1ccc(F)cc1F	i	i
O=C(Nc1nccs1)c1ccc(-c2ccc(F)cc2)o1	i	i
CCC(Sc1nc(N)c(NC(=O)c2ccco2)c(=O)[nH]1)C(=O)O (configuration not stated)	i	i
COC(=O)N1C(=O)[C@](c2ccsc2)(C(C)C)N1C(=O)OC	i	i
O=S(=O)(c1cccs1)N1CCc2ccccc21	i	i
O=C(COC(=O)c1cccnc1Cl)Nc1ccc2c(c1)OCO2	i	i
COc1cc(C(=O)Oc2ccccc2)ccc1OCc1c(C)noc1C	i	i
SMILES	CHT inh	CHT allo act
O=C1C(c2ccncc2)=C(O)c2ccccc21	i	i
COc1ccc(NC(C)=O)cc1S(=O)(=O)N1CCN(C(=O)c2ccccc2F)CC1	i	i
CCOC(=O)C1CCCN(C(=O)c2ccc(Cl)c(S(=O)(=O)N3CCCCCC3)c2)C1 (configuration not stated)	i	i
Cc1cccc(C)c1OCCOCCN1CCN(C)CC1	i	i
NC(=O)c1nsc(C(=O)N(c2cccc(O)c2)C(C(=O)NC2CCCC2)c2ccc(Cl)cc2)c1N (configuration not stated)	i	i
CCC(C)C(NC(=O)c1ccc(Cl)cc1)C(=O)Nc1cccnc1 (configuration not stated)	i	i
COc1cccc(C(=O)Nc2nc(-c3ccccc3)c(-c3ccccc3)o2)c1	i	i
Cc1nn(CC(=O)Nc2ccc(Cl)c(S(=O)(=O)N(C)C)c2)c(C)c1[N+](=O)[O-]	i	i
COc1cc(/C=N/Nc2nc(N3CCCC3)nc(N3CCCC3)n2)ccc1O	i	i
Cc1occc1C(=O)N/N=C/c1ccc[nH]1	i	i
CCc1c(C)nc2nc(SCc3ccccc3)[nH]n2c1=O	i	i
COc1ccc(N2C(=O)c3ccccc3NC2c2ccccc2O)cc1 (configuration not stated)	i	i
CC(C)C(NC(=O)c1ccccc1F)C(=O)NCc1ccccc1 (configuration not stated)	i	i
CC1CCN(C2=NC(=O)/C(=C/c3cn[nH]c3-c3ccccc3)S2)CC1	i	i
CCOC(=O)C1=C(C)Nc2ccccc2N=C1N	i	i
COc1cc(/C=N/n2c(COc3ccccc3)n[nH]c2=S)cc(OC)c1OC(C)=O	i	i
CN(Cc1cccs1)C(=O)CCc1ccc(S(=O)(=O)N2CCOCC2)cc1	i	i
O=C(O)CCCCCCNC(=O)c1cncc(O)c1	i	i
O=C(c1ccc(Cn2cnnn2)cc1)N1CCCC(Nc2ccc(F)c(F)c2)C1 (configuration not stated)	i	i
Cc1csc(=O)n1CCC(=O)OCC(=O)Nc1ccc(C(N)=O)cc1	i	i
CCCC[C@@H]1CNCCN1CCc1cc(C(F)(F)F)cc(C(F)(F)F)c1	i	i
CC(=O)Nc1c(-c2ccccc2)nc2cc(C)ccn12	i	i
O=C(Nc1ncc(Cc2ccccc2)s1)C1=NCCN1	i	i
Cc1ccc(S(C)(=O)=N/C=C2\C(=O)c3sccc3N(C)S2(=O)=O)cc1 (configuration not stated)	i	i
CCCCn1ccc(O)c(Cc2ccc(F)cc2)c1=O	i	i
COc1ccccc1C1CCN(C(=O)c2cnn(-c3ccccc3)c2C)CC1	i	i

Compound activity deposited in PubChem BioAssay by Johns Hopkins Ion Channel Center.

Not a hit list. Share with any hit: about 1.4%.
